EBNA-1 inhibitor = blocks EBNA-1 binding to DNA; inhibition, % at 14.8 µM; actives 0.34% (n = 300,000); EBNA-1 DNA binding, fluorescence polarization; in the data active means inhibition above about 28%
PAFAH2 FP inh = PAFAH2 (human) inhibition; Q99487; actives 0.99% (n = 340,000); inhibition, % at 3.39 µM; recombinant PAFAH2, FP-rhodamine activity probe, fluorescence polarization; AID 492956;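 active means inhibition above the mean over all tested compounds plus 3 SD, cut at about 30% in these data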;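 further: inhibitors block probe labeling of enzyme so polarization drops; 0% = enzyme with DMSO and 100% = wells lacking PAFAH2 protein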
PREPL inh = inhibitors of human prolyl oligopeptidase-like enzyme PREPL; AID 2751; recombinant PREPL, fluorescence polarization activity-based probe; Q4J6C6; inhibition, % at 5.96 µM; actives 0.68% (n = 320,000); in the data active means inhibition above about 43%;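 further: 0% = enzyme with DMSO and 100% = wells lacking enzyme; many of its hits are not listed in these tables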
LYPLA2 counter = LYPLA2 (human) inhibition in PME1 counter-screen | O95372 | inhibition, % at 5.9 µM | actives 0.38% (n = 320,000) | recombinant LYPLA2, FP-Rh probe fluorescence polarization | AID 2177;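 active means inhibition above the screen-wide mean plus 3 SD, limit set per campaign, cut at about 26% in these data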;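 further: 0% = LYPLA2 with DMSO and 100% = wells lacking LYPLA2 enzyme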
LYPLA1 counter = LYPLA1 (human) inhibition in PME1 counter-screen | O75608 | recombinant LYPLA1, FP-Rh probe fluorescence polarization | inhibition, % at 5.9 µM | actives 0.16% (n = 320,000) | AID 2174;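 active means inhibition above the mean of all tested compounds plus 3 SD, set per campaign, cut at about 14% in these data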;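 further: inhibitors block serine hydrolase probe labeling of LYPLA1 so polarization falls; 0% = enzyme with DMSO and 100% = wells lacking LYPLA1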
Target sequence (O75608 whole entry, looked up): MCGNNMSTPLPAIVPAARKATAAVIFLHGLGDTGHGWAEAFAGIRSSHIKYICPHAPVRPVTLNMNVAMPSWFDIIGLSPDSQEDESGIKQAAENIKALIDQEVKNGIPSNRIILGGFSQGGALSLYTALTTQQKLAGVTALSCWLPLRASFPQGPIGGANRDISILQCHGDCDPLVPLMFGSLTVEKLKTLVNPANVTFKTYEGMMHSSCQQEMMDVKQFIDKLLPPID
ZTA counter = blocks Epstein-Barr virus ZTA, an EBNA-1 counter-screen; ZTA-DNA binding, fluorescence polarization; inhibition, % at 11 µM; actives 0.15% (n = 320,000); AID 2234; in the data active means inhibition above about 33%
PAFAH1B3 inh = blocks human PAF acetylhydrolase 1B catalytic subunit 3; Q15102; recombinant PAFAH1B3, FP-rhodamine probe, fluorescence polarization; inhibition, % at 3.39 µM; actives 0.28% (n = 340,000);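 active means inhibition above the screen-wide average of all tested compounds plus 3 SD, cut at about 25% in these data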;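 further: 0% = enzyme with DMSO only and 100% = wells lacking PAFAH1B3 protein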
PAD4 FP inh = PAD4 (human) enzyme inhibition | inhibition, % at 6.36 µM | AID 485272 | actives 0.41% (n = 330,000) | recombinant PAD4, RCA probe fluorescence polarization | Q9UM07;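 active means percent inhibition above a cutoff equal to the mean of all tested compounds plus 3 SD, cut at about 15% in these data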;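 further: 0% = PAD4 with RCA probe and DMSO and 100% = probe without PAD4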
Target sequence (Q9UM07 whole entry, looked up): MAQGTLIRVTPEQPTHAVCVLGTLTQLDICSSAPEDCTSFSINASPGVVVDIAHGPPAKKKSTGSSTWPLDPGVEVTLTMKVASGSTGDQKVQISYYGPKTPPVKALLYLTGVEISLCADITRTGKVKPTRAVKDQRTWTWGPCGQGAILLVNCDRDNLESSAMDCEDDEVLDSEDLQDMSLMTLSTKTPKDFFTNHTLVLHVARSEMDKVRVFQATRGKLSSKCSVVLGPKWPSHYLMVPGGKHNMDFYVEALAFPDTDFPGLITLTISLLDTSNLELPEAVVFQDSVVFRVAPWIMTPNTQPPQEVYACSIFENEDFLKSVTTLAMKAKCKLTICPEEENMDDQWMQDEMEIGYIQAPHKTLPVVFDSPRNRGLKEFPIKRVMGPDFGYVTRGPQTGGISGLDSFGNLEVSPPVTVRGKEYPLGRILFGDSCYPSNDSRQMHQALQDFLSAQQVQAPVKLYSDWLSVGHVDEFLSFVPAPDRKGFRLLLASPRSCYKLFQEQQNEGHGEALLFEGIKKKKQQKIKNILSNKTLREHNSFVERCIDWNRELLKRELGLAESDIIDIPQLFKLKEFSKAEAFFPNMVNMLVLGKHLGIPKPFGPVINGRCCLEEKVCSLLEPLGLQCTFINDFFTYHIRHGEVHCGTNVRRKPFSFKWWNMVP
GSTO1 inh = counter-screen for RBBP9 inhibitors: inhibitors of human GSTO1; P78417; recombinant GSTO1, activity-based probe fluorescence polarization; inhibition, % at 5.96 µM; actives 1.1% (n = 300,000); AID 1974;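 active means inhibition above the campaign mean inhibition plus 3 SD, cut at about 35% in these data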;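 further: 0% = GSTO1-1 with DMSO and 100% = wells lacking GSTO1-1 enzyme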
Active calls of the source: *; · = not tested or not shown. Some of the compounds tested; the hit share may differ from the screen's.

molecule	EBNA-1 inhibitor	PAFAH2 FP inh	PREPL inh	LYPLA2 counter	LYPLA1 counter	ZTA counter	PAFAH1B3 inh	PAD4 FP inh	GSTO1 inh
Cc1cc(Cl)ccc1N(CC(=O)NCc1ccc2c(c1)OCO2)S(C)(=O)=O	7.2	·	-45.2	1.7	0.6	4.6	·	-6.4	7.5
Cc1ccccc1C(=O)Nc1ccnn1C1CCN(Cc2cnn(C)c2)CC1	11.6	-2.2	7.1	4.3	0.7	-5.6	4.7	-2.4	2.6
O=C1CN(C(=O)N[C@@H](Cc2ccccc2)C(=O)N[C@@H](C(=O)O)c2ccccc2)c2ccccc2N1	8.3	2.6	-3.5	6.7	0.9	-10.6	-2.4	2.3	2.0
Cn1cnc2cc(NCc3ccc(Cl)cc3)ccc21	8.7	0.5	28.2	7.1	3.1	-3.3	3.3	-1.0	11.0
Cc1cc(C)n2c(SCC(=O)NC3CCCCC3C)nnc2n1 (stereo not drawn)	-9.9	-4.3	-6.2	-11.2	-4.4	2.2	5.0	-1.4	-6.7
COc1ccc(NC(=O)O/N=C/c2ccc(Br)cc2)cc1	6.8	9.5	15.6	5.6	0.9	8.3	7.5	6.1	6.3
COc1ccc(-n2c(SCC(=O)Nc3ccc4c(c3)OCO4)nc3ccccc3c2=O)cc1	9.0	-18.3	31.5	-7.7	-8.2	3.0	7.2	-3.5	-6.4
O=C(CNC(=O)c1ccc(Br)cc1)NCc1cccnc1	7.9	-3.2	-9.3	-2.4	1.9	15.4	-0.6	2.1	1.2
CCC(C(=O)OCC(=O)NC(=O)c1ccccc1)c1ccccc1 (stereo not drawn)	4.6	3.4	-1.1	1.5	-1.4	-8.5	5.6	1.0	7.7
Oc1[nH]c2ccccc2c1N=Nc1ncnc2c1oc1ccccc12	-5.6	·	1.6	-3.0	-0.4	1.5	·	-0.8	1.5
NC(=O)c1c(NC(=O)c2cccs2)sc2c1CCCCCC2	0.1	12.0	-2.4	-5.8	-3.8	3.3	14.0	1.7	9.0
COC(=O)c1cn(Cc2ccc(C(F)(F)F)cc2)cc(F)c1=O	-9.8	9.5	3.2	0.5	-0.3	-13.9	8.0	3.7	-2.0
O=C(CSc1nnc(COc2ccccc2)n1Cc1ccco1)Nc1ccc2c(c1)OCCO2	4.3	7.8	3.0	3.8	2.7	-1.0	6.6	0.4	-3.6
Cc1csc(Sc2nc3c(c(=O)[nH]c(=O)n3C)n2Cc2ccccc2Cl)n1	-3.2	-2.7	5.2	8.5	-0.2	16.0	1.5	0.5	-5.4
Cc1ccc2nc(-c3ccccc3)c(CN3CCOCC3)n2c1	-11.7	3.5	2.7	-0.8	-2.0	-1.4	4.2	-2.8	0.7
O=C1CC(N2CCC(O)(c3ccc(Br)cc3)CC2)C(=O)N1c1ccc(Cl)cc1 (stereo not drawn)	1.0	0.9	11.4	3.8	0.3	9.8	3.6	-8.0	3.5
CN(C(=O)CN1C(=O)/C(=C/c2ccc(F)cc2)SC1=S)C1CCS(=O)(=O)C1 (stereo not drawn)	5.8	12.6	22.6	-0.3	0.6	9.5	1.4	-9.6	15.7
COc1cc(Br)c(C(=O)c2nccc3cc(OC)c(OC)cc23)cc1OC	1.9	40.0*	26.0	56.8*	43.9*	30.0	66.6*	73.1*	93.8*
CC(=O)Nc1cc2c(cc1NC(=O)Cn1nc(-c3ccc4c(c3)OCCO4)ccc1=O)OCCO2	-24.1	0.8	-0.8	-4.2	-0.7	4.5	5.4	-0.8	-6.9
C[N+]1(CC2COC3(CCCCC3)O2)CCCC1 (stereo not drawn)	3.0	2.8	-2.0	4.4	0.9	-2.4	3.7	-3.6	-0.5
CCOC(=O)C1CCN(Cc2cc(C(C)(C)C)c(O)c(C(C)(C)C)c2)CC1	3.3	0.5	23.7	3.1	2.2	4.3	-5.4	1.3	-11.9
CCc1ccc(-c2cc(C)no2)cc1S(=O)(=O)N1CCCN(Cc2ccc(F)cc2)C1	-7.4	-2.4	-14.5	-5.7	-1.6	7.5	4.9	0.8	-0.8
CC1(C)C(=O)OC(c2c(F)c(F)c(F)c(F)c2F)C2(CCCCC2)C1=O (stereo not drawn)	-7.3	0.6	16.5	-2.0	3.7	-5.1	11.8	0.0	-5.0
O=C(NCc1cccs1)c1noc2c1CCCCC2	-2.9	-0.3	6.1	-2.7	-1.1	-4.8	3.6	5.0	-1.5
CCN1CCCC1CN=Cc1c(O)n(-c2ccccc2)c(=O)c2ccccc12 (stereo not drawn)	-0.9	5.6	6.3	1.3	-1.9	-8.9	7.0	-2.6	3.6
COc1cccc(-c2nc(-c3ccc(C(=O)O)cc3)no2)c1	3.4	-5.3	7.9	-3.6	-1.7	21.2	1.2	-1.3	-0.1
CCc1nnc(NC2=NCCC2)s1	0.1	-6.2	5.9	4.2	0.1	8.0	2.7	-3.5	-2.2
CC(C)(Oc1ccc(Cl)cc1)C(=O)NC1CCSC1=O (stereo not drawn)	-9.8	-3.6	-5.7	5.2	2.1	12.4	3.7	-3.5	-0.1
COc1ccc(C(C)=O)cc1COC(=O)CCNS(=O)(=O)c1ccc(C)c(C)c1	-8.4	8.1	-2.6	3.5	-1.1	0.2	0.1	-0.3	-2.4
CCOC(=O)c1ccccc1NC(=O)CSc1nnc(COc2ccccc2C)n1C	5.8	-0.9	-10.2	1.9	0.5	1.1	4.8	-0.9	-5.5
COc1ccc(CC(=O)Nc2ccc(S(=O)(=O)N(C)C3CCN(C)CC3)cc2)cc1	·	4.2	12.7	1.4	0.3	13.7	2.8	3.4	·
CC(C)Cn1c(N)c(C(=O)COC(=O)c2cnccn2)c(=O)n(C)c1=O	-1.5	-6.8	-2.7	-1.7	-2.3	-1.8	10.3	0.1	-6.2
COC(=O)c1cc(Sc2c(Cl)cccc2Cl)ccn1	-0.1	1.2	-2.0	2.2	-2.4	-1.3	7.8	-5.4	0.3
CCCN(CCC)S(=O)(=O)c1nc2nc(C)cc(C)n2n1	-3.8	3.0	8.8	-0.2	1.8	6.9	10.4	-2.7	8.5
COc1ccc([N+](=O)[O-])cc1NS(=O)(=O)c1ccc(C(=O)N2CCCC2)cc1	·	2.4	15.8	-1.8	-2.6	-1.4	-1.6	-6.1	·
O=C(O)C1Cc2ccccc2-c2ccccc2C1	-0.2	5.0	30.2	7.5	3.8	4.8	16.1	-1.5	2.6
CCC(C)Sc1cccc(-c2nc3cc(C)ccn3c2NCc2ccccc2)c1 (stereo not drawn)	-8.4	15.4	6.5	-2.3	-3.0	5.0	3.9	-3.2	-0.6
Cc1ccc(Cn2ccsc2=NC(=O)COC(=O)c2ccc(O)cc2O)cc1	3.8	-5.6	-47.1	0.0	0.7	9.6	2.1	1.6	2.5
Nc1nonc1-n1nnc(C(=O)N/N=C/c2ccco2)c1CSc1ccccc1	-3.4	-19.2	8.5	-14.7	-7.7	4.3	-12.2	1.8	-14.2
CCNC(=O)NC(=O)C(C)OC(=O)CCCSc1nc2ccccc2s1 (stereo not drawn)	8.6	-0.2	8.2	3.6	1.4	-12.6	-4.8	3.0	0.6
COC(=O)c1cccc(NC(=O)c2ccc3c(c2)C(=O)N(Cc2cccnc2)C3=O)c1C	0.2	-1.3	-2.8	16.8	0.1	-3.9	7.1	-3.8	-3.1
OCc1nc2ccccc2n1CCCOc1ccc(Br)cc1	-2.4	-7.8	-5.6	0.9	3.8	-0.2	4.2	1.7	3.4
COc1ccc(/C=C/C(=O)OCC(=O)Nc2c(C)cccc2C)cc1	-1.2	63.2*	5.5	4.1	-3.3	1.2	4.5	-0.9	0.6
C#CCOCCOCCOCCNc1nc(N2CCN(C(=O)[C@H](CCCCN)n3cc([C@@H](N)C(C)CC)nn3)CC2)nc(N2CCN(C(=O)[C@H](CCCCN)n3cc([C@@H](N)CC(C)C)nn3)CC2)n1 (stereo partly drawn)	12.1	6.7	20.3	-3.8	-1.5	5.7	16.0	-1.0	-1.8
CC(C)CN=CC1=C(O)c2ccccc2C1=O	-5.8	6.5	-4.9	2.6	0.8	-3.3	5.1	0.5	10.6
CCc1nc(CN2CCCC(C(=O)c3ccc4c5c(cccc35)CC4)C2)c(C)[nH]1 (stereo not drawn)	5.2	-6.8	-20.4	0.4	-4.3	10.7	-3.1	-2.4	0.1
CCOc1ccc(-n2ccnc2SCC(=O)NCc2ccc3c(c2)OCO3)cc1	-6.0	-2.1	-10.7	1.8	-4.1	-10.0	6.9	0.9	3.5
Oc1ccc(-c2nc3ccc4ccccc4c3c3c2CCC3)cc1O	-4.4	-26.4	16.3	-23.4	-13.9	-2.2	14.4	2.7	8.2
COc1nc(N2CCCC2)nc(-n2nnc(C(C)=O)c2C)n1	7.6	0.6	9.2	1.7	2.5	-18.2	8.3	1.4	23.2
COc1ccc(/C=N/NC(=O)c2ccccc2OC)cc1COc1ccc(C)cc1	-2.5	1.0	-2.6	-0.7	-1.2	7.1	8.7	-2.0	0.0
NC(=O)C1CCN(c2ccc([N+](=O)[O-])cc2Cl)CC1	0.0	-1.9	6.8	3.8	5.0	4.2	2.7	-6.6	-16.8
COc1ccc(-c2nc(N)n(C(=O)c3cccs3)n2)cc1	9.8	7.8	-3.4	4.6	-3.2	79.0*	0.4	3.0	3.8
CCCCNC(=O)NCc1cnn(C)c1C	-2.8	-0.3	-5.4	-1.7	-2.3	-7.4	4.8	-6.1	0.0
CN1CCN(S(=O)(=O)c2cccc(C(=O)Nc3sc4c(c3-c3nc5ccccc5[nH]3)CCCC4)c2)CC1	-1.1	-33.4	8.5	-10.1	-10.9	-1.3	6.6	19.5*	33.1
CCOc1cc(C2C3=C(CC(C)(C)CC3=O)N(CCCOC)C3=C2C(=O)CC(C)(C)C3)ccc1OC	-8.7	2.7	3.9	3.2	4.3	11.9	12.8	-1.2	3.2
CC(=O)c1ccc(NC(=O)c2ccc3snnc3c2)cc1	1.7	-6.6	0.3	-3.6	-8.0	3.9	-2.4	-1.9	-1.5
CC(C)NC[C@@H](O)COc1cccc2ccccc12	2.6	7.4	-30.3	-4.4	-5.7	12.7	15.7	-1.3	2.4
Cc1c(C(=O)NC2CC(=O)N(c3ccc4c(c3)OCCO4)C2)cccc1[N+](=O)[O-] (stereo not drawn)	0.7	0.5	0.1	-2.8	0.3	-7.0	-15.0	-1.3	-3.2
CC(C)N(Cc1nc(-c2ccccc2)no1)S(=O)(=O)c1ccccc1	0.8	7.4	-10.8	-1.6	-1.8	-0.1	4.2	-1.1	0.0
CCCCc1ccc(-c2csc(/C(C#N)=C/c3ccc(C)o3)n2)cc1	1.8	-19.3	-1.6	-3.2	-1.4	-2.6	-10.5	-3.2	-4.2
N/C(CN1CCCC1=O)=N\OC(=O)c1ccccc1Cl	6.2	-8.3	-6.4	2.6	-2.8	7.0	1.6	-1.6	-0.9
Clc1ccccc1CSc1nncn1-c1cccnc1	-13.4	·	6.0	7.7	4.9	-5.7	·	0.4	12.1
CN(C1CCCCC1)S(=O)(=O)c1ccc(-n2cnnn2)cc1	-10.2	0.5	12.1	10.2	-1.8	-8.4	2.0	-2.5	6.3

Individual results from the entries so far.
Reading of CCCCNC(=O)NCc1cnn(C)c1C in PREPL inh: -5.4
Reading of CN1CCN(S(=O)(=O)c2cccc(C(=O)Nc3sc4c(c3-c3nc5ccccc5[nH]3)CCCC4)c2)CC1 in PAFAH2 FP inh: -33.4
